# Screening results as filed in PubChem BioAssay.
# APP transl inh: APP translation inhibition; SH-SY5Y APP 5'UTR-luciferase reporter, luminescence; inhibition, % at 2 µM; 190,000 tested, 0.82% active; AID 1285;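 active = inhibition above a set limit, derived from the sample mean plus 3 SD, cut at about 45% in these data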; also: values of inactives mirror those of a sister screen read the other way
# STAT1 act: activators of IFN-gamma induced STAT1 signaling; NIH 3T3 STAT1-luciferase reporter, luminescence; 100% = IFN-gamma alone, no compound; activation (% of control), % at 5.5 µM; 200,000 tested, 2.6% active; AID 932;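 active = activation above the screen-wide mean activation plus 3 SD, cut at about 130% in these data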;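 also: raw ratio to IFN-gamma control signal so 100% means no change and 0% no light; values of inactives mirror those of a sister screen read the other way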
# FLuc act counter: affects firefly luciferase, flagging false hits in luciferase stimulation screens | ATPlite luciferase biochemical, luminescence, 10 min; 0 = ATP-free wells, 1 = DMSO control | P08659 | activation factor at 10 µM | AID 1027 | 200,000 tested, under 10 active;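 active = luciferase activation factor, scaled between plate controls, of at least 2 with compound at 10 µM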
# Target sequence (P08659 whole entry, looked up): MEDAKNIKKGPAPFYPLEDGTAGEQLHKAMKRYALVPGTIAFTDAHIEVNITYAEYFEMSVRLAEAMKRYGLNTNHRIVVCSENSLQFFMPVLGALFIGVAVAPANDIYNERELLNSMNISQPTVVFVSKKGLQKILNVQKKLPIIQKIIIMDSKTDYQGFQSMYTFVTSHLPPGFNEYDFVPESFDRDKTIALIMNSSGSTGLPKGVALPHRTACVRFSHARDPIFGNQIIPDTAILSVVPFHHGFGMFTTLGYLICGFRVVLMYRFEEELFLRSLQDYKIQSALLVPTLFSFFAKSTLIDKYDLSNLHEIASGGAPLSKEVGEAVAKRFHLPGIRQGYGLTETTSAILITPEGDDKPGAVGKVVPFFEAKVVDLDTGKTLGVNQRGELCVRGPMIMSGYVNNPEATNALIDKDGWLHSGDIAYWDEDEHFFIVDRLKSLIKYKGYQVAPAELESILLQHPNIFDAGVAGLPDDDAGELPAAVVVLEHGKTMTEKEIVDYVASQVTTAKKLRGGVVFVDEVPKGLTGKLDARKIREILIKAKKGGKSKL
#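 Assay system: Luciferase/luciferin detection reagent, cell-free biochemical luciferase assay / Also added: ATP substrate / Schedule: 10 min at ambient temperature / Measured by: luminescence measurement of luciferase light output / Benchmarks: low control with PBS replacing ATP, high control enzyme plus ATP without compound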
# Diaphorase act: counter-screen for diaphorase-based assays: diaphorase activators and chemical reducers; Diaphorase/resazurin coupled assay, resorufin fluorescence, 16 min; hits give high values; 1 = vehicle wells, 0 = NADH-free wells; activation factor at 20 µM; 190,000 tested, 0.005% active;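 active = diaphorase activity raised at least twofold by the compound at 20 µM; inactive = activation factor below 2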
#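 Material: Purified diaphorase enzyme from Clostridium kluyveri | Buffer or medium: 50 mM HEPES pH 7.4 with 4.542 mM MgCl2, 0.005% Tween 20 | Times: 16 min enzyme reaction, ambient temperature | Signal: Red resorufin fluorescence at 544/590 nm excitation/emission | Measure: Increased resorufin signal from activators or reducing compounds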
# APP 5'UTR act: activates APP 5'UTR luciferase reporter; SH-SY5Y APP 5'UTR luciferase reporter, luminescence; zero percent = DMSO vehicle wells; activation, % at 2 µM; 190,000 tested, 1% active;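 active = activation above a set limit, based on mean plus 3 SD of controls, cut at about 140% in these data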; also: values of inactives mirror those of a sister screen read the other way
# FLuc inh counter: inhibits firefly luciferase, flagging false hits in luciferase inhibition screens; 200,000 tested, 1.5% active; ATPLite firefly luciferase biochemical luminescence, 10 min; AID 1006; inhibition, % at 10 µM;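 active = inhibition above about 50% when tested at 10 µM, limit read from the data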
# Diaphorase inh: diaphorase inhibition or chemical oxidation counter-screen. 190,000 tested, 0.69% active. inhibition, % at 20 µM. AID 1217. diaphorase resazurin-to-resorufin fluorescence, NADH, 16 min; bacterial (C. kluyveri) enzyme, not human;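 active = primary screen inhibition at 20 µM above a set limit, cut at about 50% in these data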;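 also: plate controls were DMSO with full reaction for no effect and wells lacking NADH for full effect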
#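 material = Clostridium kluyveri diaphorase enzyme | amount = 0.14 U/mL diaphorase, enzyme working solution | schedule = incubation 16 min, room temperature | detection = fluorescence of resorufin formed from resazurin, Ex 544/Em 590 nm | benchmarks = positive control minus NADH, DMSO neutral control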
# TLR4-MyD88 BLA: blocks binding of human TLR4 to MyD88. O00206+Q99836. HeLa CL3-4 TLR4/MyD88 BLA complementation, FRET ratio. inhibition, % at 8.4 µM. 200,000 tested, 0.18% active; in the data active = inhibition above about 25%;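 also: 0% = vehicle and 100% = reference inhibitor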
# NF-kB expr up: compounds increasing NF-kB expression in human neuronal cells; NF-kB reporter expression; hits give high values; fold change at 12.5 µM; 190,000 tested, 1.6% active; AID 1239; in the data active = fold change above about 3.3
# G6PDH counter: L. mesenteroides G6PDH inhibition counter-screen; AID 1020; inhibition, % at 5 µM; 200,000 tested, 0.12% active; Purified L. mesenteroides G6PDH, diaphorase/resazurin coupled fluorescence, 45 min; in the data active = inhibition above about 50%
# Starred values were filed as active, the others as inactive; · = no result given.
# Start of the listing, in advance (7 entries):
no.	Structure	APP transl inh	STAT1 act	FLuc act counter	Diaphorase act	APP 5'UTR act
1	CN(c1ccccc1)S(=O)(=O)c1cc(C(=O)Nc2nc3ccccc3[nH]2)ccc1Cl	-19.6	96.2	1.1	0.8	19.6
2	CCOc1cc(C2C(C#N)=C(N)OC(C)=C2C(C)=O)cc(Br)c1O (stereo unspecified)	-2.2	95.6	1.1	0.8	2.2
3	CCCN1CCN(CCCNC(=O)Cn2nc(-c3ccccc3)ccc2=O)CC1	-3.6	84.9	1.1	1	3.6
4	CC(=O)Nc1ccc(C(=O)CS(=O)(=O)c2ccc(C)cc2)cc1	7.5	98.2	1	0.9	-7.5
5	O=C1OC(C(=O)Nc2nccs2)Cc2ccccc21 (stereo unspecified)	·	106.5	1	0.9	·
6	CCOc1ccc(-n2c(SCc3ccc([N+](=O)[O-])cc3)nnc2-c2ccccc2)cc1	-11.7	106.7	1.1	0.7	11.7
7	CSc1ccccc1NC(=O)c1ccc(Cl)s1	-4.7	107.0	1	1	4.7

no.	FLuc inh counter	Diaphorase inh	TLR4-MyD88 BLA	NF-kB expr up	G6PDH counter
1	-14.5	23.2	-4.0	0.57	-15.0
2	-7.8	20.8	4.4	1	-6.7
3	-6.9	0.6	-4.9	1.07	3.3
4	-1.0	11.7	-15.1	1.09	-1.6
5	1.9	14.2	-3.1	1.26	-0.5
6	-9.2	25.2	-7.1	0.69	-6.0
7	1.3	-3.7	-3.0	1.3	13.4

# The list itself, repeating the preview:
no.	Structure	APP transl inh	STAT1 act	FLuc act counter	Diaphorase act	APP 5'UTR act
1	CN(c1ccccc1)S(=O)(=O)c1cc(C(=O)Nc2nc3ccccc3[nH]2)ccc1Cl	-19.6	96.2	1.1	0.8	19.6
2	CCOc1cc(C2C(C#N)=C(N)OC(C)=C2C(C)=O)cc(Br)c1O (stereo unspecified)	-2.2	95.6	1.1	0.8	2.2
3	CCCN1CCN(CCCNC(=O)Cn2nc(-c3ccccc3)ccc2=O)CC1	-3.6	84.9	1.1	1	3.6
4	CC(=O)Nc1ccc(C(=O)CS(=O)(=O)c2ccc(C)cc2)cc1	7.5	98.2	1	0.9	-7.5
5	O=C1OC(C(=O)Nc2nccs2)Cc2ccccc21 (stereo unspecified)	·	106.5	1	0.9	·
6	CCOc1ccc(-n2c(SCc3ccc([N+](=O)[O-])cc3)nnc2-c2ccccc2)cc1	-11.7	106.7	1.1	0.7	11.7
7	CSc1ccccc1NC(=O)c1ccc(Cl)s1	-4.7	107.0	1	1	4.7
8	CC(Sc1nnnn1-c1ccc(Cl)cc1)C(=O)NCC(=O)Nc1ccc(F)c(F)c1F (stereo unspecified)	-1.8	98.5	1.1	0.8	1.8
9	CC(NC(=S)NCCN1CCOCC1)C12CC3CC(CC(C3)C1)C2 (stereo unspecified)	-23.8	106.4	1.1	0.9	23.8
10	O=c1c2cc(N3CCOCC3)ccc2[nH]c(=S)n1CCCN1CCN(c2ccccc2F)CC1	18.0	101.5	1.1	0.8	-18.0

no.	FLuc inh counter	Diaphorase inh	TLR4-MyD88 BLA	NF-kB expr up	G6PDH counter
1	-14.5	23.2	-4.0	0.57	-15.0
2	-7.8	20.8	4.4	1	-6.7
3	-6.9	0.6	-4.9	1.07	3.3
4	-1.0	11.7	-15.1	1.09	-1.6
5	1.9	14.2	-3.1	1.26	-0.5
6	-9.2	25.2	-7.1	0.69	-6.0
7	1.3	-3.7	-3.0	1.3	13.4
8	-6.2	17.0	2.1	1.11	10.2
9	-5.7	9.0	4.4	1.06	7.3
10	-7.5	15.8	12.9	0.67	5.6

# (more compounds)
no.	Structure	APP transl inh	STAT1 act	FLuc act counter	Diaphorase act	APP 5'UTR act
11	O/N=C(\c1ccccn1)C1CC1c1ccccc1 (stereo unspecified)	0.0	103.4	1	1	0.0
12	Cc1ccc(Cn2nnc3c(=O)n(CC(=O)NCC4CCCO4)cnc32)cc1 (stereo unspecified)	6.4	103.2	1	0.9	-6.4
13	Cc1nn(Cc2ccccc2)c(Cl)c1C(=O)OCc1nnc(-c2ccc(Cl)cc2)o1	-0.4	105.3	1	0.9	0.4
14	COc1ccc(C(=O)N/N=C/c2cccc3cccnc23)cc1	-18.5	98.8	0.4	1	18.5
15	COc1cccc(C(=O)NC(C)c2ccc(Br)cc2)c1 (stereo unspecified)	-4.0	90.5	1	0.9	4.0
16	COc1ccc(NC(=O)Cn2nnc(C(=O)NCc3ccccc3)c2N)cc1Cl	-5.2	94.5	1	1	5.2
17	CCOc1cnc(-c2c(-c3ccccc3Cl)noc2C)o1	16.9	94.3	1	1	-16.9
18	CC1(C)S[C@@H]2[C@H](NC(=O)[C@H](N)c3ccc(O)cc3)C(=O)N2[C@H]1C(=O)O	4.2	104.6	1.1	1	-4.2
19	O=C1C2C3C=CC(C3)C2C(=O)N1c1cccnc1 (stereo unspecified)	0.9	88.3	1.1	1	-0.9
20	Cc1ccc(NC(=O)c2nnn(-c3cccc(C(F)(F)F)c3)c2N)cc1	-30.4	106.7	1.1	1	30.4

no.	FLuc inh counter	Diaphorase inh	TLR4-MyD88 BLA	NF-kB expr up	G6PDH counter
11	-4.7	-2.5	-11.0	1.13	-5.4
12	2.0	8.3	-3.3	1.09	3.1
13	-4.3	14.9	4.6	1.34	-0.9
14	58.9*	1.8	11.8	1.15	11.4
15	-4.8	14.6	-13.9	1.04	0.3
16	-0.4	-4.2	-8.1	0.97	-3.0
17	-4.1	3.4	-3.6	1.19	2.6
18	-6.9	-4.2	2.2	1.18	9.8
19	-6.2	3.0	-1.3	1.01	2.4
20	-5.3	-4.7	1.1	1.45	11.1

# Additional compounds
no.	Structure	APP transl inh	STAT1 act	FLuc act counter	Diaphorase act	APP 5'UTR act
21	Cc1nn(C(C)c2n[nH]c(=S)n2-c2cccc(Cl)c2)c(C)c1[N+](=O)[O-] (stereo unspecified)	-2.5	100.9	1	0.7	2.5
22	C#CCOCCOCCOCCNc1nc(N2CCN(C(=O)[C@H](Cc3ccc(O)cc3)n3cc([C@@H](N)CC(C)C)nn3)CC2)nc(N2CCN(C(=O)[C@H](Cc3cc4ccccc4[nH]3)n3cc([C@@H](N)CC(C)C)nn3)CC2)n1	-10.1	98.5	1	1.4	10.1
23	O=C(NC1CCCC1)C(c1cccs1)N(Cc1ccco1)C(=O)c1csnn1 (stereo unspecified)	-9.0	110.1	1	0.9	9.0
24	O=C(Cc1ccccc1)NN1C(=O)c2ccccc2C1=O	-12.3	105.8	1	1.2	12.2
25	COCCNC(=O)C(OC(=O)C1=Cc2ccccc2OC1)C(C)C (stereo unspecified)	-6.0	101.8	1	1	6.0
26	CCC(C)(C)NC(=O)CN(C(=O)c1snc(C(N)=O)c1N)c1ccc2nc(C)sc2c1	13.5	85.2	1.1	1	-13.5
27	COc1ccc(/C=C/C(=O)c2nc3ccccc3n2CC(=O)c2ccc(OC)cc2)cc1	-44.3	94.5	0.9	0.8	44.3
28	Cc1nc2ccccc2c(=O)n1NC(=O)c1ccccc1[N+](=O)[O-]	-10.3	95.0	1	1.1	10.3
29	CC(=O)Nc1ccc(S(=O)(=O)Nc2nc3ccc([N+](=O)[O-])cc3s2)cc1	1.5	100.9	1.1	1.1	-1.5
30	Cc1cccc(Nc2nc(N)nc(CN3CCN(c4ccc(F)cc4)CC3)n2)c1	2.0	99.3	1.1	0.9	-2.0

no.	FLuc inh counter	Diaphorase inh	TLR4-MyD88 BLA	NF-kB expr up	G6PDH counter
21	-2.9	28.4	2.6	1.14	10.2
22	-3.1	-40.3	-16.1	0.97	-2.1
23	-1.9	14.7	-7.4	1.1	21.0
24	-3.0	-16.9	-0.8	1.07	7.3
25	-0.9	-0.8	-6.4	0.87	16.6
26	-6.3	-1.7	6.9	1.43	26.0
27	14.9	23.1	-0.3	0.88	0.3
28	1.8	-12.8	6.8	1.1	-3.4
29	-5.8	-12.0	3.1	1.17	14.0
30	-5.5	8.9	11.0	0.79	10.9

# Next section:
no.	Structure	APP transl inh	STAT1 act	FLuc act counter	Diaphorase act	APP 5'UTR act
31	Cc1csc2nc(CNC(=O)c3ccco3)cn12	-32.4	123.1	1	0.9	32.4
32	COc1cccc(-n2c(=S)sc3c(=O)n(-c4ccccc4OC)c(=S)[nH]c32)c1	3.3	95.7	1.1	0.8	-3.2
33	CCc1ccc(C2c3[nH]c4ccccc4c3CCN2C(=O)c2ccc(=O)n(C)n2)cc1 (stereo unspecified)	10.3	104.2	1.1	0.6	-10.3
34	O=C(Nc1ccccc1)N1CCN(c2ccc(C(F)(F)F)cn2)CC1	10.2	93.8	1	0.8	-10.2
35	Cc1ccc(Cl)c(OCCN2CCCC(C)C2)c1 (stereo unspecified)	-15.5	91.0	1	1	15.5
36	COc1ccc(C(=O)NCc2ccc(Cl)c(Cl)c2)cc1OC	2.4	100.2	1	1	-2.4
37	CC1=CC(C)(C)n2c(O)c(N=NC(N)=S)c3c(C)ccc1c32	3.0	106.9	1.1	0.9	-3.0
38	O=S(=O)(c1ccc(Br)cc1)n1c(Cc2ccccc2)nc2ccccc21	-12.2	95.2	1.1	1	12.2
39	CCOC(=O)c1nnc(-c2ccccc2)nc1NC	12.9	112.1	1	0.9	-12.9
40	O=C(COC(=O)c1cncc(Br)c1)NCCC1=CCCCC1	-3.3	81.4	1	1	3.3

no.	FLuc inh counter	Diaphorase inh	TLR4-MyD88 BLA	NF-kB expr up	G6PDH counter
31	-3.1	10.1	5.2	1.74	2.1
32	-7.0	18.1	5.6	1.2	10.2
33	-7.4	38.0	-6.3	0.68	13.2
34	-0.9	16.0	6.9	1	-8.3
35	-4.1	2.1	-13.9	1.09	1.8
36	-2.7	1.1	-9.8	1	1.8
37	-9.0	10.9	5.2	0.9	-13.4
38	-6.9	2.4	-9.7	1.28	-13.3
39	-3.1	5.2	-2.7	1.07	7.3
40	-3.7	1.0	6.6	1.15	-15.4

# The listing continues.
no.	Structure	APP transl inh	STAT1 act	FLuc act counter	Diaphorase act	APP 5'UTR act
41	Nc1nnc(-c2cc3ccccc3oc2=O)s1	-20.2	131.1*	0.8	0.9	20.2
42	Cn1c(=O)[nH]c(=O)c2c1nc(N1CCNCC1)n2CCOc1ccccc1	-14.9	104.2	·	·	14.9
43	Cc1ccnc(NS(=O)(=O)c2ccc(NC(=O)C3CCCO3)cc2)n1 (stereo unspecified)	-10.2	100.1	1.1	0.9	10.2
44	CCCc1cc(=O)[nH]c(SCC(=O)NCCC2=CCCCC2)n1	8.7	93.2	1.1	1	-8.7
45	COc1ccc(-c2cnc(OC(C)(C)C)nc2OC(C)(C)C)cc1OC	6.7	100.6	1.1	0.8	-6.7
46	O=C(CSc1nnnn1C1CCCC1)Nc1ccccc1N1CCOCC1	10.1	100.0	1	1.1	-10.1

no.	FLuc inh counter	Diaphorase inh	TLR4-MyD88 BLA	NF-kB expr up	G6PDH counter
41	16.2	7.6	13.8	1.89	7.2
42	·	·	-6.8	·	·
43	-9.4	12.1	8.5	1.05	8.1
44	-7.2	-0.3	5.0	1.34	5.0
45	-9.1	20.1	3.5	1.33	1.6
46	-0.9	-7.6	-2.0	0.81	10.0
